Compound activity (PubChem BioAssay)
TRAIL sens C8 = sensitizes caspase-8 expressing cells to TRAIL; NB7+C8 cells + TRAIL, ATPlite viability luminescence; inhibition (viability loss, TRAIL sensitization), % at 10 µM; 360,000 compounds, 1% hits; AID 624354;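 active = compounds causing at least 50% loss of cell viability in the single-dose screen, relative to plate controls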
TLR9-MyD88 inh = blocks human TLR9 binding to MyD88. Q9NR96+Q99836. CHO BLA complementation TLR9-MyD88, CCF4 FRET ratio. inhibition, % at 4.98 µM. 340,000 compounds, 0.21% hits;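 active = inhibition above the mean over all tested compounds plus 3 SD, cut at about 21% in these data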;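 note: 0% = DMSO only wells and 100% = clavulanate BLA inhibitor control wells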
NCOA1 inh = inhibits human SRC1 coactivator; 360,000 compounds, 0.12% hits; inhibition, % at 3.6 µM; AID 588354; Q15788; HEK293 GAL4-SRC1 luciferase reporter, luminescence;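 active = inhibition above the campaign mean plus 3 SD, with each screening campaign given its own cutoff, cut at about 60% in these data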;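 note: 0% = DMSO treated cells and 100% = gossypol at 36 µM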
NOD2 RIPK2 PPI = blocks binding of human NOD2 to RIPK2 | O43353 | inhibition, % at 4.98 µM | 360,000 compounds, 0.38% hits | CHO BLA complementation NOD2-RIPK2, CCF4 ratio; in the data active = inhibition above about 21%;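 note: 0% = vehicle only and 100% = reference blocker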
COUP-TFII inh = NR2F2 (human) inhibition, primary screen; P24468; HEK293T NGFI-A luciferase reporter, luminescence; inhibition, % at 8.6 µM; 370,000 compounds, 0.7% hits;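 active = inhibition above a per-plate cutoff, mean inhibition of test wells between control levels plus 3 SD, cut at about 38% in these data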;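 note: cells cotransfected with COUP-TFII expression vector driving the NGFI-A reporter; 0% = median of COUP-TF2 test wells and 100% = reporter-only cells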
NCOA3 inh = human NCOA3 inhibition. HEK293 GAL4-SRC3 luciferase reporter, luminescence. Q9Y6Q9. inhibition, % at 3.6 µM. AID 588352. 360,000 compounds, 0.17% hits;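 active = inhibition above a per-campaign cutoff, the mean of all compounds plus 3 SD, cut at about 60% in these data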;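 note: 0% = DMSO-treated cells and 100% = gossypol-treated cells at 36 µM; higher means less SRC3-driven luciferase light from the GAL4 reporter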
TWEAK-Fn14 inh = inhibitors of TWEAK-Fn14 interaction signaling | TWEAK-stimulated Fn14 reporter cells, luciferase luminescence, 8 h | inhibition, % at 10 µM | 360,000 compounds, 2% hits; in the data active = inhibition above about 50%
TROY signal inh = blocks TROY-dependent signaling in reporter cells | 360,000 compounds, 0.98% hits | AID 1347056 | Q293 LMP1-TROYcd NF-kB luciferase reporter, 4 h | inhibition, % at 10 µM;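 active = compounds whose plate-normalised and pattern-corrected inhibition of the luciferase reporter signal at the single screening dose is 50% or more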
LRH-1 inv ag = inverse agonists of human LRH-1 (NR5A2); 360,000 compounds, 0.13% hits; O00482; inhibition, % at 3.6 µM; AID 602396; HEK293T StAR-luciferase reporter, LRH-1 transfected, 24 h;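 active = inhibition above the mean inhibition of all tested compounds plus 3 SD, cut at about 73% in these data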;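 note: 0% = DMSO wells and 100% = reporter-only cells lacking LRH-1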
NCOA2 inhibitor = human SRC2 (NCOA2) inhibition; Q15596; HEK293 GAL4-SRC2 luciferase reporter, luminescence; inhibition, % at 9 µM; 370,000 compounds, 0.17% hits; AID 651957;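 active = inhibition above the mean inhibition of all tested compounds plus 3 SD, set per campaign, cut at about 52% in these data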;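 note: 0% = DMSO treated cells and 100% = cells given Gossypol at 36 µM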
Target sequence (Q15596 whole entry, looked up, the tested form may be a part): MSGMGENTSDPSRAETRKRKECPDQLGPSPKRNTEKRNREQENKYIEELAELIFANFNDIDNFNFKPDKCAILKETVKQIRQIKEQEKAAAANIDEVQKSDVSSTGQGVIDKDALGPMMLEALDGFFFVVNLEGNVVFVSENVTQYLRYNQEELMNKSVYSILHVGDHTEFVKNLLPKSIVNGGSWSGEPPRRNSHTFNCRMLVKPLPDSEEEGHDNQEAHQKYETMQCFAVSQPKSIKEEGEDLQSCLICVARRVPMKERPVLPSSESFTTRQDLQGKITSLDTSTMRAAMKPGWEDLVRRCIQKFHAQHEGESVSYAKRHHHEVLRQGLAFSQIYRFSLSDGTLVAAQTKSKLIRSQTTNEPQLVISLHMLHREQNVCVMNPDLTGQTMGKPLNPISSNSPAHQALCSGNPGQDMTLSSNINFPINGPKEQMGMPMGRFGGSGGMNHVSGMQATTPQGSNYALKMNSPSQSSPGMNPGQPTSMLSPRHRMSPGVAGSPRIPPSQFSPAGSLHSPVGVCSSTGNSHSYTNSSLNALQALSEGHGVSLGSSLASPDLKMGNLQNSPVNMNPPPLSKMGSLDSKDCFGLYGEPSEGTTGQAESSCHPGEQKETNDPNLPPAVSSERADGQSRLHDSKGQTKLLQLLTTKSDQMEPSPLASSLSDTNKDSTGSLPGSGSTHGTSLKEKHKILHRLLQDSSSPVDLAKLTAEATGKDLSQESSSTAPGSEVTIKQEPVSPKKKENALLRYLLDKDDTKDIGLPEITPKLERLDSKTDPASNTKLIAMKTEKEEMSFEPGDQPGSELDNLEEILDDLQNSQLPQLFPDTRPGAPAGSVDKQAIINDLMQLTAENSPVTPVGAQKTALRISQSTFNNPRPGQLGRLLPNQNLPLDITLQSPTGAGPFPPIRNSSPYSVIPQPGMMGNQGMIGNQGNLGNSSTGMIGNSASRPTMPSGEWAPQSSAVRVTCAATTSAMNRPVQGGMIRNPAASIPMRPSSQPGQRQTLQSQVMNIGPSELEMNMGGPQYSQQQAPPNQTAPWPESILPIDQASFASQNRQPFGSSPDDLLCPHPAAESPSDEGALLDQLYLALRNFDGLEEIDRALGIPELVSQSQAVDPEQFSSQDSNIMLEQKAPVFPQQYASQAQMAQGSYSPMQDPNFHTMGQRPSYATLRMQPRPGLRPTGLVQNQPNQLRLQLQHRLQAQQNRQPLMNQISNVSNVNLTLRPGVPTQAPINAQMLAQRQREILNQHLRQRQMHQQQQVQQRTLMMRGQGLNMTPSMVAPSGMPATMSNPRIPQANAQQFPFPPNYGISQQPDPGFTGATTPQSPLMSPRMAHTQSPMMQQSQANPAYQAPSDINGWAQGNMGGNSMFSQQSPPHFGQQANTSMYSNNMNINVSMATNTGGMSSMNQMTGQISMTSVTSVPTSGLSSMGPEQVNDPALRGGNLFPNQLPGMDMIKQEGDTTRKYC
EBV LMP1 NFkB = inhibitors of Epstein-Barr LMP1-induced NF-kappaB reporter | LMP1-induced NF-kappaB luciferase reporter cells, luminescence | inhibition, % at 12.5 µM | 350,000 compounds, 0.69% hits | AID 504558; in the data active = inhibition above about 41%;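 note: 0% = neutral control wells and 100% = reference inhibitor control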
The depositor's hits bear a star; . = not tested or not shown.

SMILES	TRAIL sens C8	TLR9-MyD88 inh	NCOA1 inh	NOD2 RIPK2 PPI	COUP-TFII inh	NCOA3 inh	TWEAK-Fn14 inh	TROY signal inh	LRH-1 inv ag	NCOA2 inhibitor	EBV LMP1 NFkB
CCn1c(SC(C)C(=O)Nc2nccs2)nnc1-c1ccncc1 (stereo unspecified)	-20	-3	0	1	0	18	14	3	6	-19	-6
COCCn1c(SCC(=O)Nc2cccc(F)c2)nc2c(c1=O)SCC2	3	-9	8	0	4	-8	3	-26	-22	13	-22
Nc1ccccc1C(=O)NNC1=C(C(=O)C(F)(F)F)CCC1	9	-8	-53	-11	-1	-67	-76	-21	-143	-11	12
COc1ccc(S(=O)(=O)NC2CC2)cc1Br	-7	14	6	-36	-1	0	3	2	-9	13	-8
COc1ccc(CCC(=O)NC(C)C)cc1	-6	-8	-13	-9	-7	3	-4	5	-10	6	-1
COc1ccc(NC(=O)Cn2cnc3sc(C)c(S(=O)(=O)N4CCOCC4)c3c2=O)c(OC)c1	-2	6	-4	-11	-2	-3	-12	14	-10	-33	2
O=C(CSc1nc(COc2ccccc2)nc2ccccc12)NC1CCCC1	-3	2	12	0	0	2	2	16	-6	-11	-4
COC(=O)C1=C(C)N=C2SC(C)C(=O)N2C1/C=C/c1ccccc1 (stereo unspecified)	-6	-22	-22	2	-11	15	16	0	-11	-11	-2
CCNC(=O)COC(=O)c1cc(S(=O)(=O)N2CCCCC2)ccc1C	2	1	-20	-13	17	16	19	-13	0	-42	-1
Cc1c(-c2ccc(OCc3ccccc3)cc2)nc2ccccc2c1C(=O)O	10	4	-2	-8	-26	-25	1	9	-27	-20	5
Cc1c(C(=O)Nc2nnc(SCc3ccccc3Cl)s2)cccc1[N+](=O)[O-]	-1	-6	-17	-8	14	-11	-17	22	4	-13	6
CC1CCCC(NC(=O)CCC(=O)NCc2ccccc2)C1C (stereo unspecified)	-5	14	-19	-2	-2	-1	8	11	-1	7	0
Cc1ccc(S(=O)(=O)NC(=O)COc2cc(C)ccc2C(C)C)cc1	-19	3	12	-8	-2	-2	5	-7	-1	18	3
CCOC(=O)C1CCCN(c2c(NCCCN(CC)c3cccc(C)c3)c(=O)c2=O)C1 (stereo unspecified)	-7	-6	-1	-1	1	-18	13	-21	1	-8	0
CCC(CC)C(=O)Nc1ccc(Cl)c(Cl)c1	-2	-6	-1	8	-6	6	0	20	9	-27	4
CC1CN(S(=O)(=O)c2cc(C(=O)N3CCCCC3C)ccc2Cl)CC(C)O1 (stereo unspecified)	-10	-6	1	0	22	-17	7	9	4	11	2
O=C(COC(=O)c1n[nH]c(=O)c2ccccc12)NC1CCCCC1	11	1	-4	-8	-17	-3	16	1	8	9	-1
CCN(c1ccccc1)S(=O)(=O)c1ccc(Cl)c(NC(=O)COC(=O)c2ccc[n+]([O-])c2)c1	9	-5	4	2	7	11	-1	8	4	-3	0
COc1ccc(CNC(=O)C(C#N)c2nc3ccccc3nc2N2CCCC2)cc1 (stereo unspecified)	-3	6	-20	14	4	5	-6	11	-5	-11	0
Cc1nnc(NC(=O)CSc2cn(CCNC(=O)c3ccccc3)c3ccccc23)s1	-9	-16	-50	-7	-8	-36	25	20	-19	-8	-4
CN(Cc1cnn(-c2ccccc2)c1)C(=O)c1cccc(S(=O)(=O)Nc2ccccc2F)c1	-6	2	1	3	-12	-10	10	2	-4	23	-11
Cc1ccc(-c2cc(C(=O)N/N=C/c3ccc(Cl)cc3)n[nH]2)o1	-27	-5	6	6	-13	14	-7	16	-5	-32	4
COc1ccc(CCNC(=S)Nc2ccc(C(C)C)cc2)cc1	2	-10	-5	-7	8	5	-11	-4	3	-3	8
CCCC(=O)Nc1cc(C)cn(Cc2c(F)cccc2Cl)c1=O	-10	-1	-7	9	16	-4	8	13	-1	21	-4
CCN(C(=O)CSc1nc(C)nc2sc3c(c12)CCC3)C1CCS(=O)(=O)C1 (stereo unspecified)	6	.	9	1	0	2	-9	14	13	1	.

Single records (already shown). Screens in order: TRAIL sens C8	TLR9-MyD88 inh	NCOA1 inh	NOD2 RIPK2 PPI	COUP-TFII inh	NCOA3 inh	TWEAK-Fn14 inh	TROY signal inh	LRH-1 inv ag	NCOA2 inhibitor	EBV LMP1 NFkB
CCC(CC)C(=O)Nc1ccc(Cl)c(Cl)c1 as listed: -2	-6	-1	8	-6	6	0	20	9	-27	4
CCOC(=O)C1CCCN(c2c(NCCCN(CC)c3cccc(C)c3)c(=O)c2=O)C1 (stereo unspecified) as listed: -7	-6	-1	-1	1	-18	13	-21	1	-8	0
Cc1ccc(-c2cc(C(=O)N/N=C/c3ccc(Cl)cc3)n[nH]2)o1 as listed: -27	-5	6	6	-13	14	-7	16	-5	-32	4
COc1ccc(CCC(=O)NC(C)C)cc1 as listed: -6	-8	-13	-9	-7	3	-4	5	-10	6	-1

(next part)
SMILES	TRAIL sens C8	TLR9-MyD88 inh	NCOA1 inh	NOD2 RIPK2 PPI	COUP-TFII inh	NCOA3 inh	TWEAK-Fn14 inh	TROY signal inh	LRH-1 inv ag	NCOA2 inhibitor	EBV LMP1 NFkB
O=C(Nc1ccc(N2CCOCC2)cc1)c1ccc(Cl)cc1N1CCCC1=O	-4	-17	-7	-10	0	-12	12	14	-12	9	2
COc1ccccc1CNC(=O)CCC(=O)N1CCOc2ccc(C)cc21	-9	7	-9	-6	9	24	6	-12	-5	-3	-2
COc1ccc(CNC(=O)CN(c2ccccc2)S(=O)(=O)N(C)C)cc1	2	12	7	-2	18	11	4	8	-8	-25	3
CCN(CC)S(=O)(=O)c1cccc(C(=O)N/N=C2\CCCC(=O)C2)c1	14	13	5	9	-15	-6	-26	-11	-10	-16	1
COc1cc(C(c2nnnn2C2CCCC2)N2CCc3ccccc3C2)ccc1O (stereo unspecified)	-11	-6	16	-9	5	21	-1	0	29	0	-6
COC(=O)c1ccc(CNC(=O)c2cc3ccccc3oc2=O)cc1	-5	4	2	-7	12	8	-21	11	-2	-35	0
O=C(NCc1nnc(SCc2ccccc2)n1-c1ccc(F)cc1)C12CC3CC(CC(C3)C1)C2	2	8	6	3	-3	3	3	15	-14	-3	-2
O=C1CC(SC(=NCc2ccc3c(c2)OCO3)Nc2ccccc2)C(=O)N1c1ccccc1 (stereo unspecified)	-5	-6	9	-6	-3	14	-17	12	2	-11	1
COc1ccc(C(=O)N(Cc2ccccc2)c2ccc(C)cc2)cc1S(=O)(=O)N1CCOCC1	-8	-1	4	-4	1	-16	-9	-2	5	5	-7
CN(CCS(=O)(=O)c1ccc(Cl)cc1)Cc1cccnc1	-14	-3	2	-3	6	15	-15	-2	11	-20	4
CCN(C(=O)CSc1nnc(-c2cccs2)n1N)c1c(N)n(Cc2ccccc2)c(=O)[nH]c1=O	15	4	-9	-6	14	-5	22	2	9	-14	-6
O=C1c2ccccc2S(=O)(=O)N1CC(O)Cn1ccc2ccccc21 (stereo unspecified)	2	7	6	-3	8	-22	-18	0	10	-5	2
O=c1[nH]ncc(N/N=C/c2ccccc2)c1Cl	-12	9	-20	-3	-25	-3	-20	-18	-4	-56	0
COc1cc(OC)cc(C(=O)NCCNc2nc3cc(C)cc(C)c3cc2C#N)c1	1	-7	2	0	-19	-1	3	15	-20	15	12
O=C(CCNC(=O)C1CCN(S(=O)(=O)c2ccc(F)cc2)CC1)Nc1ccccc1	-9	2	21	-1	1	11	12	0	22	-12	-3
O=C1C(=O)N(CCN2CCOCC2)C(c2ccncc2)/C1=C(/O)c1ccc2c(c1)OCO2 (stereo unspecified)	8	2	-1	1	9	18	1	-21	5	-2	2
O=C(COC(=O)c1cccc(S(=O)(=O)N2CCCC2)c1)NCc1ccccc1	-13	2	-27	-10	-6	-5	-1	-6	4	4	3
CCOC(=O)c1cc(C)nc(Sc2ccc(C)cc2)c1C#N	5	-2	-2	-2	-6	-3	-5	-10	-4	4	-1
O=C(Cc1ccc(S(=O)(=O)N2CCOCC2)s1)Nc1cc(C(F)(F)F)cc(C(F)(F)F)c1	7	6	5	-14	2	13	11	28	16	3	-4
CCn1c(C(C)C)n[nH]c1=S	-1	6	-20	0	-24	10	-16	-22	-3	12	1
Cc1ccc(-c2nnc(-c3cccc(Br)c3)o2)cc1	11	-7	-82	-4	-21	-56	2	-51	-82	-79	-40
COc1ccc(-c2ccc(CN3C(C(C)C)C(=O)N(Cc4cn(CCC5OCCCO5)nn4)CCS3(=O)=O)cc2)cc1OC (stereo unspecified)	-14	-3	-24	1	-2	-47	3	-6	11	10	-3
COc1cccc(-n2c(COc3ccccc3C)nnc2SCC(=O)O)c1	-7	3	4	-4	13	-43	3	-11	9	-22	-1
C[N+](C)(C)C[C@H](O)CC(=O)O	-1	5	6	0	-5	14	-15	-2	8	-19	-5
CCOc1ccc(NC(=O)CC2C(=O)N(CC)C(=S)N2CCN2CCOCC2)cc1 (stereo unspecified)	-6	1	-1	-2	-13	10	-81	-5	3	13	0
CCOC(=O)c1oc2ccccc2c1NC(=O)C1CCCCC1	9	-11	7	-3	.	17	-5	-3	14	.	-2

Two of these compounds, reformatted.
CN(Cc1cnn(-c2ccccc2)c1)C(=O)c1cccc(S(=O)(=O)Nc2ccccc2F)c1
  TRAIL sens C8 = -6; TLR9-MyD88 inh = 2; NCOA1 inh = 1; NOD2 RIPK2 PPI = 3; COUP-TFII inh = -12; NCOA3 inh = -10; TWEAK-Fn14 inh = 10; TROY signal inh = 2; LRH-1 inv ag = -4; NCOA2 inhibitor = 23; EBV LMP1 NFkB = -11

COc1ccc(S(=O)(=O)NC2CC2)cc1Br
  TRAIL sens C8 = -7; TLR9-MyD88 inh = 14; NCOA1 inh = 6; NOD2 RIPK2 PPI = -36; COUP-TFII inh = -1; NCOA3 inh = 0; TWEAK-Fn14 inh = 3; TROY signal inh = 2; LRH-1 inv ag = -9; NCOA2 inhibitor = 13; EBV LMP1 NFkB = -8

Entries shown so far that have a COOH group (three):
SMILES	TRAIL sens C8	TLR9-MyD88 inh	NCOA1 inh	NOD2 RIPK2 PPI	COUP-TFII inh	NCOA3 inh	TWEAK-Fn14 inh	TROY signal inh	LRH-1 inv ag	NCOA2 inhibitor	EBV LMP1 NFkB
Cc1c(-c2ccc(OCc3ccccc3)cc2)nc2ccccc2c1C(=O)O	10	4	-2	-8	-26	-25	1	9	-27	-20	5
COc1cccc(-n2c(COc3ccccc3C)nnc2SCC(=O)O)c1	-7	3	4	-4	13	-43	3	-11	9	-22	-1
C[N+](C)(C)C[C@H](O)CC(=O)O	-1	5	6	0	-5	14	-15	-2	8	-19	-5

2 records drawn at random from the list so far, as already listed:
SMILES	TRAIL sens C8	TLR9-MyD88 inh	NCOA1 inh	NOD2 RIPK2 PPI	COUP-TFII inh	NCOA3 inh	TWEAK-Fn14 inh	TROY signal inh	LRH-1 inv ag	NCOA2 inhibitor	EBV LMP1 NFkB
O=C1C(=O)N(CCN2CCOCC2)C(c2ccncc2)/C1=C(/O)c1ccc2c(c1)OCO2 (stereo unspecified)	8	2	-1	1	9	18	1	-21	5	-2	2
COc1cccc(-n2c(COc3ccccc3C)nnc2SCC(=O)O)c1	-7	3	4	-4	13	-43	3	-11	9	-22	-1

Only part of the results is shown, so the mix of outcomes need not match the whole.
